# sPLA2-III inh – Blocks human group III sPLA2 activity | Q9NZ20 | QFRET BODIPY PC-A2 liposome hydrolysis, fluorescence | inhibition, % at 12.2 µM | actives 0.56% (n = 370,000) | AID 743126;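 active means inhibition above mean plus 3 SD of compounds lying within the high and low control bounds, cut at about 19% in these data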;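 further: 0% = median of test compound wells and 100% = no enzyme DMSO wells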
# ARFGAP1 inh – inhibits rat ARF GTPase activating protein 1; inhibition, % at 16.5 µM; Arfgap1-stimulated ARF1 GTP hydrolysis, GDP FP detection; actives 0.26% (n = 360,000);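 active means inhibition above a per-plate limit, mean inhibition of low control wells plus 3 SD, cut at about 25% in these data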;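 further: 0% = DMSO wells with enzyme and 100% = wells lacking Arfgap1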
# Target sequence (Q62848 1-136 limits assumed): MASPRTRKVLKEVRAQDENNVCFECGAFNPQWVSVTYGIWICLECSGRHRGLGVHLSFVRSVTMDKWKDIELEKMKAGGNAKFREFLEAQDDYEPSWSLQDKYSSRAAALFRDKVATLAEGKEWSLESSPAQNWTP
#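 Material: truncated rat Arfgap1 GAP domain; Incubation: compound-enzyme preincubation 20 min, reaction 120 min, detection 60 min, 25 °C; Read-out: percent inhibition of Arfgap1-stimulated GTP hydrolysis; Technique: FP, GDP Alexa 633 tracer displaced from anti-GDP antibody, 620/688 nm; Controls: No-Arfgap1 wells (100%) versus DMSO full-reaction wells (0%); Replication: single well per compound.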
# GAA850 FXN act – increases GAA850 frataxin promoter reporter activity; HEK293 lucGAA850 FXN promoter luciferase reporter, 24 h; percent of 10 µM SAHA response; AID 540364; actives 0.56% (n = 360,000); activation, % at 6 µM;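 active means activation above the average of all compounds screened plus 3 SD, cutoff fixed separately per campaign, cut at about 7.5% in these data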;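 further: 0% = DMSO wells and 100% = 10 µM SAHA wells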
# rCAG RNA binder – molecules binding r(CAG) RNA repeats; r(CAG) RNA repeat, TO-PRO-1 dye displacement fluorescence; inhibition, % at 3 µM; actives 1.3% (n = 370,000); AID 651821;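 active means inhibition above the plate cutoff, the mean of all test compounds on that plate plus 3 SD, cut at about 35% in these data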;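 further: 0% = DMSO alone and 100% = 100 µM mitoxantrone as full dye displacement; higher means more dye released from RNA so lower well fluorescence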
# KLK7 zymogen act – activates the human kallikrein-7 zymogen; activation, % at 7 µM; P49862; purified proKLK7, EDANS-DABCYL substrate fluorescence; 100% is mature enzyme control, 0% vehicle; AID 652039; actives 0.9% (n = 370,000);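 active means activation above the mean of all tested compounds plus 3 SD, computed per campaign excluding outliers beyond control limits, cut at about 13% in these data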
# ASAP1 GAP inh – inhibitors of human ASAP1 ArfGAP activity; Q9ULH1; ASAP1-stimulated ARF1 GTP hydrolysis, GDP FP detection; inhibition, % at 16.5 µM; actives 0.19% (n = 360,000); in the data active means inhibition above about 25%;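 further: 0% = vehicle with enzyme and substrate and 100% = no enzyme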
# Target sequence (Q9ULH1 325-724 limits assumed): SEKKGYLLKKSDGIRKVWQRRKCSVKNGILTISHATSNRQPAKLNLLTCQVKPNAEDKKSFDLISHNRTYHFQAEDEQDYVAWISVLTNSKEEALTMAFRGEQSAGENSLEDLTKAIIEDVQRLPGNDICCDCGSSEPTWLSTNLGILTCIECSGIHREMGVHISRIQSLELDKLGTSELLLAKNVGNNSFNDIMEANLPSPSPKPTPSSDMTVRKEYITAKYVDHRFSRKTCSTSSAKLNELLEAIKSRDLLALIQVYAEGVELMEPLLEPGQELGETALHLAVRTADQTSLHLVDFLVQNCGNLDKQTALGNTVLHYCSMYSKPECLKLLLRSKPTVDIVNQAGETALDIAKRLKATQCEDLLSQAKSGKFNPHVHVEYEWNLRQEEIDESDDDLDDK
# DDE Tn6 FP inh – disrupts Tn6 cyclic peptide binding to fibrin D-Dimer-E complex. Fibrin DD(E) TRITC-Tn6 fluorescence polarization displacement. P02675. inhibition, % at 8.3 µM. actives 0.21% (n = 370,000). AID 720509;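 active means inhibition above a per-campaign cutoff: mean of compounds within control limits plus 3 SD, cut at about 15% in these data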;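 further: 0% = median of all compound wells on the plate and 100% = blocking peptide control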
# GC-B act – GC-B (human) receptor activation | P20594 | HEK293-GC-B cells, CNP EC30, cGMP TR-FRET; 0% at EC30 CNP, 100% saturating CNP | activation, % at 10 µM | actives 0.11% (n = 370,000);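 active means activation at 10 µM reaching about 35% in either raw or pattern-adjusted values, limit read from the data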
# ADAM10 inh – ADAM10 inhibition, QFRET primary screen | O14672 | actives 0.62% (n = 370,000) | inhibition, % at 7 µM | recombinant ADAM10, EDANS/DABCYL FRET peptide cleavage, 3 h;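 active means inhibition above a per-campaign cutoff equal to the mean of compounds falling between control-based bounds plus 3 SD, cut at about 20% in these data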;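 further: 0% = DMSO wells while the 100% control is not disclosed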
# Target sequence (O14672 214-748 limits assumed): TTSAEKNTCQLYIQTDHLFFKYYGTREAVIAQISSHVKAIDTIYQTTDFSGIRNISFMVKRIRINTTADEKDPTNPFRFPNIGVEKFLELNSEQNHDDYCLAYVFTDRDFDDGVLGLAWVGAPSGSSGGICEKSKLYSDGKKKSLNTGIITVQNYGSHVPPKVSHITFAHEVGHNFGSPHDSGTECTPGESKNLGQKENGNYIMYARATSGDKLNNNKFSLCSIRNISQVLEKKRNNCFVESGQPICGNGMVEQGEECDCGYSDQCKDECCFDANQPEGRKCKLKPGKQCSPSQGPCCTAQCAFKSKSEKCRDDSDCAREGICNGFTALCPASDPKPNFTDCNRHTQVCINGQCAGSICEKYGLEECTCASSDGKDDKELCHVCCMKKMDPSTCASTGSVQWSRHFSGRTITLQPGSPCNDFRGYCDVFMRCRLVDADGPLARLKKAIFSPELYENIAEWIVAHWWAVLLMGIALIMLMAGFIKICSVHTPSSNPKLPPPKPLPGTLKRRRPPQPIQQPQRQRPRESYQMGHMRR
# GC-A act – GC-A (human) enzyme activation | activation, % at 10 µM | actives 0.14% (n = 370,000) | HEK293 GC-A cells, cGMP TR-FRET, EC30 ANP; 0% at EC30 ANP, 100% saturating ANP | AID 1671463; in the data active means activation above about 40%
# * marks the source's active call; other numbers are inactive results; x = not tested or not shown. An unsorted share of the library. Share with any hit: about 4.5%.
molecule	rCAG RNA binder	sPLA2-III inh	ASAP1 GAP inh	GAA850 FXN act	GC-B act	GC-A act	KLK7 zymogen act	ARFGAP1 inh	DDE Tn6 FP inh	ADAM10 inh
COc1ccc(-c2csc(-n3cccn3)n2)cc1	0	5	-1	2.2	-13	5	0.1	0	-3	3
COc1cc(NC(=O)CCc2nnc3ccc(N4CCOCC4)nn23)cc(OC)c1OC	-5	2	-4	1.7	4	3	-0.5	3	-3	-9
OCCC1CN(Cc2c(F)cccc2Cl)CCN1C1CCCCC1 (stereo not drawn)	0	3	-15	1.9	1	-3	0.5	-3	3	5
CC1(C)CC(=O)C(C(c2ccc3c(c2)OCO3)C2C(=O)CC(C)(C)CC2=O)C(=O)C1	1	0	-13	x	-1	2	1.2	1	2	2
COc1cc(/C(C)=N/NC(=O)c2nnn(-c3nonc3N)c2-c2cccs2)ccc1O	2	-5	3	0.5	2	1	0.3	-4	-7	-10
COc1ccc(N2CCN(Cc3nc(-c4ccccc4)no3)CC2)cc1	-8	4	14	0.4	-1	-1	-0.3	4	6	1
Cc1cc(-c2nc3ccccc3o2)c2ccccc2n1	0	-4	-9	5.8	-4	-3	1.7	-1	7	-216
CCOc1ccccc1C1C(C(N)=O)=C(C)Nc2nc(CCCO)nn21 (stereo not drawn)	2	15	0	-0.1	0	1	0.8	0	0	-37
Cc1ccc(C(=O)CSc2nnc(-c3ccco3)n2Cc2ccccc2)cc1	3	-48	-6	4.2	15	1	0.4	8	-10	5
C/C(=N\NC(=O)c1ccccn1)c1ccc(C(=O)O)s1	0	-2	6	x	0	-3	-0.2	-8	0	1
Cc1cc(OC(=O)NCCc2ccc(F)cc2)ccc1F	1	-1	-5	x	-7	0	0.7	17	3	8
COc1ccccc1N1CCN(S(=O)(=O)CCNC(=O)CC2CCCC2)CC1	-2	12	2	-1.2	2	5	-0.4	5	2	-9
O=C(NNC1CCN(Cc2ccccc2)CC1)c1ccccc1	0	-3	12	-0.4	-1	1	0.1	6	1	-2
COC(=O)c1ccc2c(=O)n(CCN3CCOCC3)c(SCC(=O)Nc3ccc(C)cc3)nc2c1	2	4	2	-0.4	-3	4	0.0	-5	4	-19
COc1ccc(S(=O)(=O)N(C)c2ccc(C(=O)N3CCCC3)cc2)cc1	-6	4	-5	2.0	-2	-4	0.6	7	-8	-1
Cc1sc(NC(=O)c2ccccc2)c(C(=O)N2CCN(C)CC2)c1C	0	-2	-11	2.6	3	1	0.4	-4	1	6
S=C(Nc1cccc(Br)c1)N1CCn2cccc2C1c1cccnc1 (stereo not drawn)	8	-9	9	-1.1	1	-6	0.6	-3	-3	11
O=C(Nc1cccnc1)c1ccccc1O	1	1	-7	1.2	1	8	0.2	4	6	-14
CC(=O)NS(=O)(=O)c1ccc(NC(=O)c2ccc(Cl)cc2[N+](=O)[O-])cc1	18	-6	-4	1.8	3	2	0.6	-10	-2	3
CC(=O)N(C(C)=O)c1ccc(Oc2ccc(Oc3ccc(N(C(C)=O)C(C)=O)cc3)cc2)cc1	3	-9	-10	1.7	1	5	-0.6	-8	-4	-10
CCOC(=O)N1CCN(C(=O)c2ccc(CSc3ccc(Cl)cc3)cc2)CC1	-4	-3	15	1.9	-3	2	-0.1	1	-1	4
CCOC(=O)N1CCN(C(=O)C2CC(=O)N(c3ccc(C)cc3)C2)CC1 (stereo not drawn)	-4	10	2	-1.3	3	4	-0.4	4	7	-8
C=CCN1C(=O)[C@H](CC(=O)N2CCC(c3ccccc3)CC2)[C@@]2(C(=O)OCC)CCCC=C12	1	0	x	x	0	0	0.6	x	0	11
CC(C)c1ccc(S(=O)(=O)N2CCN(C(=O)c3cc([N+](=O)[O-])ccc3N3CCOCC3)CC2)cc1	-3	-2	-17	-1.8	-4	1	0.1	-13	2	-3
O=c1oc2cc(OCc3ccc(F)cc3F)ccc2cc1-c1ccccn1	-1	0	-13	-1.6	-1	7	-3.0	-1	-3	-216
COc1ccc(-n2nnnc2SCC(=O)NCc2ccco2)cc1OC	5	-6	-6	0.6	2	-2	-0.5	10	-6	4
CCOC(=O)c1cnc2nc(COc3ccccc3)[nH]n2c1=O	3	4	8	-2.0	5	-2	-0.3	12	13	-5
CCOC(=O)c1c(-c2ccccc2)csc1NC(=O)CSc1nnnn1C	5	-23	-3	2.8	9	6	0.7	4	10	4
FC(F)(F)c1ccccc1Cc1c(-c2ccc(Cl)cc2)nc2c3ccccc3ccn12	6	-1	1	x	5	-2	0.5	9	-4	-17
CC(=O)N1c2ccc(S(=O)(=O)N3CCCC(C(=O)Nc4cc(C)cc(C)c4)C3)cc2CC1C (stereo not drawn)	10	-9	16	0.0	-3	-3	-0.1	-2	2	0
CC(C)CCNC(=O)C(C)N(C(=O)Cn1nnc(-c2ccc(F)cc2)n1)C1CCCC1 (stereo not drawn)	-8	-7	8	-3.1	-7	2	-0.5	3	6	-8
CC(C)COCC(CN(Cc1ccccc1)c1ccccc1)N1CCCC1 (stereo not drawn)	0	-2	-10	-7.1	-20	-31	-0.5	12	6	0
CC(C)(C)OC(=O)N/N=C/c1ccc(N2CCOCC2)s1	5	10	6	3.9	-3	-6	0.8	8	5	-34
COc1cc(OC)cc(C(=O)N2CCN(C3CCN(Cc4ccccc4)CC3)CC2)c1	-5	1	5	-1.9	0	0	-0.4	4	5	-1
Cc1c([N+](=O)[O-])cc(C(=O)Nc2ccc(Cc3ccncc3)cc2)cc1[N+](=O)[O-]	0	5	16	-0.2	-7	-1	0.3	-6	2	0
Cc1ccc2cc(CN(CCCN3CCOCC3)C(c3nnnn3Cc3ccco3)C(C)C)c(=O)[nH]c2c1C (stereo not drawn)	-1	-10	4	-1.7	2	1	3.5	8	-4	-26
O=C1CC2c3cc(Br)ccc3CCN2C(=O)CN1Cc1ccccc1 (stereo not drawn)	0	9	-5	x	-1	-4	1.0	3	-1	-15
COCCN1Cc2cccc(C(=O)Nc3cccc(C)c3C)c2C1=O	-3	4	2	-0.7	-6	3	0.0	7	-4	4
O=C(CN1CCCCCC1)Nc1ccc(F)c(F)c1F	3	-3	-5	1.6	3	0	-0.2	-1	-11	18
Cc1cc(NC(=O)CCC(=O)N(Cc2ccco2)C(C(=O)NC2CCCCC2)c2ccccc2)no1 (stereo not drawn)	-2	1	-4	-1.2	-7	0	0.2	-3	-2	-10
COc1ccc(OC)c(N(CC(=O)N2CCCC2)S(=O)(=O)c2ccc(C)cc2)c1	-5	4	-4	-1.0	-26	-15	-0.4	0	3	-15
COc1ccc2c(c1)[nH]c1c(=O)n(CCc3cnc[nH]3)cnc12	-1	0	6	0.2	3	1	-28	-9	8	-20
O=C(NS(=O)(=O)c1cccs1)[C@H]1O[C@@H](n2ccc(=O)[nH]c2=O)[C@H](O)[C@@H]1O	1	1	0	x	4	4	-0.1	2	-9	-6
O=[N+]([O-])c1nn(-c2ccc(Cl)cc2)n(O)c1=NCc1cccnc1	0	3	-1	1.8	-7	41*	-0.1	-3	4	-3
O=C(CN1c2cccc3cccc(c23)S1(=O)=O)NC1CCCCC1	0	-6	-4	2.0	2	-2	8.5	7	0	-214

# Compounds above that have two or more sulfur atoms:
molecule	rCAG RNA binder	sPLA2-III inh	ASAP1 GAP inh	GAA850 FXN act	GC-B act	GC-A act	KLK7 zymogen act	ARFGAP1 inh	DDE Tn6 FP inh	ADAM10 inh
CCOC(=O)c1c(-c2ccccc2)csc1NC(=O)CSc1nnnn1C	5	-23	-3	2.8	9	6	0.7	4	10	4
O=C(NS(=O)(=O)c1cccs1)[C@H]1O[C@@H](n2ccc(=O)[nH]c2=O)[C@H](O)[C@@H]1O	1	1	0	x	4	4	-0.1	2	-9	-6

# The list continues.
molecule	rCAG RNA binder	sPLA2-III inh	ASAP1 GAP inh	GAA850 FXN act	GC-B act	GC-A act	KLK7 zymogen act	ARFGAP1 inh	DDE Tn6 FP inh	ADAM10 inh
O=c1[nH]c2ccccc2n1CCCSc1cnc2ccccc2n1	1	-13	5	-1.0	-1	-1	0.5	2	-10	0
Cc1c(Cl)cccc1NC(=O)CCC(=O)c1cccs1	5	-6	7	0.8	-1	4	0.0	-1	-2	1
CCOC(=O)c1ccc(-n2cnc(-c3ccc([N+](=O)[O-])cc3)c2)cc1	11	9	14	x	-13	-5	0.2	18	-2	-6
CC(=O)c1cccc(NC(=O)c2nccnc2C(=O)O)c1	-1	0	-1	-1.2	-1	3	0.3	-11	8	6
CC(=O)c1cccc(NC(=O)c2cccc(NC(=O)c3ccco3)c2)c1	-3	4	13	-1.0	6	2	-0.2	10	2	-5
CC(=O)NC(=S)Nc1cccc(S(=O)(=O)NC2=NCCC2)c1	-8	6	-3	-1.6	8	5	0.2	10	-4	2
Cc1nc(C(F)(F)F)nc(Nc2ccc(Br)cc2)c1C#N	0	7	-17	5.4	-3	1	-2.0	13	10	7
CN(C)C(=S)c1ccccc1	-3	1	3	0.6	2	4	-0.5	-1	2	5
O=C(COc1ccc2ccc(=O)oc2c1)N1CCN(C(=O)C2COc3ccccc3O2)CC1 (stereo not drawn)	0	-2	3	1.6	-2	-2	0.0	-1	-2	-124
O=C(O)c1cccc(CSc2ncccn2)c1	-2	7	6	-1.5	8	0	-0.4	-16	-7	-3
C/C(=N\NC(=O)c1ccc(NS(=O)(=O)c2cccs2)cc1)c1ccc2c(c1)OCO2	17	-12	-7	3.1	4	-4	0.3	1	-5	2
CN(C)C(=O)NC1C=CS(=O)(=O)C1 (stereo not drawn)	0	3	3	1.2	5	-1	-0.8	0	-6	-6
CCN(CC)C(=O)Cn1cc(S(=O)(=O)CC(=O)N2CC(C)OC(C)C2)c2ccccc21 (stereo not drawn)	-6	8	5	-0.9	-3	2	-0.2	1	6	1
COCC1CCN(C(=O)c2ccc3oc(Cc4ccccc4)nc3c2)C1 (stereo not drawn)	-7	-5	10	6.5	-1	-3	-0.4	-1	0	-1
COc1ccc(NC(=O)C[C@H]2C(=O)N(c3ccccc3)C[C@@H]2CSC)cc1	0	0	8	-1.8	0	4	0.1	-1	3	-6
CCCCNc1ncnc2c1cnn2-c1ccc(C)cc1C	0	4	-5	-1.5	5	5	0.0	-10	2	16
CC(C)C(=O)Nc1nnc(S(=O)(=O)N2CCCCCC2)s1	2	-1	-13	0.4	4	-1	-0.6	-2	-2	1
O=C1c2ccccc2S(=O)(=O)N1CC1CC(c2ccccc2)=NO1 (stereo not drawn)	-1	-3	-4	5.3	-2	2	0.1	13	1	-3
C=CC(O)(C#CCN(CC)CC)c1ccccc1 (stereo not drawn)	-4	-1	0	0.4	-3	0	0.4	-3	-4	-12
COc1ccc(/C=C2/CCOC2=O)cc1	2	-5	-9	-0.9	4	1	0.3	4	-9	-2
Cc1cccc(C)c1OCC(O)CNC(C)c1ccccc1 (stereo not drawn)	-5	8	-9	-5.3	-10	-17	-0.2	9	-3	-10

# From PubChem BioAssay
